# Screening results (PubChem BioAssay)
# Cav32 inh = human Cav3.2 channel inhibition, primary screen. Cav3.2-expressing cells, Fluo-4 calcium fluorescence FDSS; stronger effect = lower value. B-score at 10 µM. 4% of 100,000 active. AID 449739;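 active means single-dose well whose peak fluorescence ratio is a statistical outlier from its plate by either plate-standardised score or position-corrected B-score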
# Target sequence (O95180 whole entry, looked up): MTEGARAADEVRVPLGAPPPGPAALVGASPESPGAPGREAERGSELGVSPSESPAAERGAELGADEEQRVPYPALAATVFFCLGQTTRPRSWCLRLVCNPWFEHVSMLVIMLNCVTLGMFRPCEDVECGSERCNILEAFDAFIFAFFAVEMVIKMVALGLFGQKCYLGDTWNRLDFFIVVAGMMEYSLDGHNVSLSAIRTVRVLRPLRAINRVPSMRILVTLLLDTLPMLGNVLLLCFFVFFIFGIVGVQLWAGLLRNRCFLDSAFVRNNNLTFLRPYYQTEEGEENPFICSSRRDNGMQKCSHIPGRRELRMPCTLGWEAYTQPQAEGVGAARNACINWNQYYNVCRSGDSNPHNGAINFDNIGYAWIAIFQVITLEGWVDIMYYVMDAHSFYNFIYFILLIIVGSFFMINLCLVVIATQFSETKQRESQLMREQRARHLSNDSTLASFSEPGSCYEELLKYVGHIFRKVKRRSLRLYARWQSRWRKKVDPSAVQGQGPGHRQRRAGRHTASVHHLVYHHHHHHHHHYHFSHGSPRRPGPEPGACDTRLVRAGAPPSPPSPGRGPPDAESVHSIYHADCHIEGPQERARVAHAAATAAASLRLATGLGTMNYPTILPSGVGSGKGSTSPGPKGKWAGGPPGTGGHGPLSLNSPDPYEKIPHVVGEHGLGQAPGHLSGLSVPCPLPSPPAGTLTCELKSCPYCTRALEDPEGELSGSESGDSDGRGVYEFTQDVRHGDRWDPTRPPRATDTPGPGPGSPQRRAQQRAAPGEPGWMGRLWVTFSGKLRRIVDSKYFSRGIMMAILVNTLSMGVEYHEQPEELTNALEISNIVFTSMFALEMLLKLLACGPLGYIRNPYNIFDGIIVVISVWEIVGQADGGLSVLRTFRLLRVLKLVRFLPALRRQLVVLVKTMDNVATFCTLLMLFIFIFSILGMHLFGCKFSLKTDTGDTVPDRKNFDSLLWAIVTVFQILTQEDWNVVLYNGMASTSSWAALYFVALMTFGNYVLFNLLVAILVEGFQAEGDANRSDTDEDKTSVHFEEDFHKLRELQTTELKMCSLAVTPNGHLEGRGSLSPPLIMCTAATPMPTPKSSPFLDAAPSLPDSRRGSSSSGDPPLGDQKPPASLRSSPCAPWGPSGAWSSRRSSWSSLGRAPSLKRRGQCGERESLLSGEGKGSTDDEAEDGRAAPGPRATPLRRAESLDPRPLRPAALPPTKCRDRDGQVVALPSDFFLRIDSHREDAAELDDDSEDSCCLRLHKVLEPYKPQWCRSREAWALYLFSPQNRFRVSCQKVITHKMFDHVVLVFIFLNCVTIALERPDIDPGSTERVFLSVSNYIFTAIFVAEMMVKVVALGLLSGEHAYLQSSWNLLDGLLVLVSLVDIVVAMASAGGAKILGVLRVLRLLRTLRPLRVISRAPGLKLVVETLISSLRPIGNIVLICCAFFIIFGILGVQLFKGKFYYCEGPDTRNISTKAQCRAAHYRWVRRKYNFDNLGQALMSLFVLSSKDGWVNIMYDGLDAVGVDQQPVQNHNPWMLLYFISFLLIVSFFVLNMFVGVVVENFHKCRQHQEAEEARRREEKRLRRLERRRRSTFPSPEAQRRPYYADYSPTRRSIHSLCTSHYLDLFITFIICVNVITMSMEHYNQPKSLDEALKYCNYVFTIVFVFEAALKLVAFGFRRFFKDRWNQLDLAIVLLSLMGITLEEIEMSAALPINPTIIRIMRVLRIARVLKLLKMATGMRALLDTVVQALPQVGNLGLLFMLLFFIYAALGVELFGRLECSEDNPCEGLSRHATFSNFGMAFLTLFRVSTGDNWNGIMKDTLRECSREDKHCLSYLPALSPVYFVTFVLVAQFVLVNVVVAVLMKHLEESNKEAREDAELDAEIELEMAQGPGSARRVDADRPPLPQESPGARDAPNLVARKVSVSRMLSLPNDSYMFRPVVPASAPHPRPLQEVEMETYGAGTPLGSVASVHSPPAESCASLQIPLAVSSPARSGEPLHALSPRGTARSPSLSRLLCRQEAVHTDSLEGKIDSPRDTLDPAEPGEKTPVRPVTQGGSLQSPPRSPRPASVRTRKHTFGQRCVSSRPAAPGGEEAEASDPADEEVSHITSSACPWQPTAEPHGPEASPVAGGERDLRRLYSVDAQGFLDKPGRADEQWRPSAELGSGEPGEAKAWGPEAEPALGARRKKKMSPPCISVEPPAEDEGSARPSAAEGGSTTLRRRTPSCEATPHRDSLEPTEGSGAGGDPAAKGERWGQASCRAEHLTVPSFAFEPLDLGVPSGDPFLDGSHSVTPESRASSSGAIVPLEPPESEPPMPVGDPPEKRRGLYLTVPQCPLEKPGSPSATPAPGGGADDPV
# Active calls of the source: *.
SMILES	Cav32 inh
COc1ccc(C(=O)COc2ccccc2N2C(=O)C3C4C=CC(C4)C3C2=O)cc1 (stereo unspecified)	0.026
Cc1csc(NC(=O)CSc2nnc(C)s2)n1	1.5
COc1ccc(C2CC2/C(=N/OC(=O)c2cccs2)c2ccccc2)cc1 (stereo unspecified)	-6*
CCN(CC)S(=O)(=O)c1cc([N+](=O)[O-])ccc1NNC(=O)Nc1ccc(Cl)c(Cl)c1	-3.7
c1csc(-c2csc3ncnc(NCCCN4CCOCC4)c23)c1	0.14
COc1ccc(-n2c(SCc3nnc(-c4ccccc4)o3)nnc2-c2ccccc2)cc1	-2.5
Cc1cccc(N(C(=O)CCC(=O)Nc2cc(C)on2)C(C(=O)NC2CCCC2)c2ccncc2)c1 (stereo unspecified)	0.42
CCc1cc2c(=O)n(-c3ccccc3)c(=S)[nH]c2s1	-0.1
CCN(CC)C(=O)CSc1nnc([C@@H](NC(=O)OC(C)(C)C)C(C)C)o1	-0.17
Cc1cc(C)c2c(=O)[nH]n(C3CC(C)N(C)CC3C)c2n1 (stereo unspecified)	0.64
COc1ccc(N2CCN(CCNC(=O)c3c(C)cc(=O)oc3C)CC2)cc1	0.29
CC(CN1CCOCC1)OC(=O)c1cccs1 (stereo unspecified)	-0.0094
CC(=O)Nc1c(C(=O)N2CCOCC2)sc2nc3c(cc12)COC(C)(C)C3	-1.2
Cn1cnnc1SCC(=O)Nc1ccccc1	0.71
CCn1c(=O)c2cc(C(=O)N3CCN(C)CC3)sc2c2ccccc21	0.57
COCCNc1nc(C)cc(-c2cc(C(=O)NC3CCCC3)on2)n1	0.32
C=CCSc1nc2c(cnn2-c2ccc(C)c(C)c2)c(=O)[nH]1	0.75
CCNC(=O)CC1C(=O)N(c2ccc(F)cc2)C(=O)N1Cc1ccccn1 (stereo unspecified)	-1
C=CCNCCCCOc1ccc(OCC)cc1	0.65
Cc1cc(NC(=O)COC(=O)C(Cc2ccccc2)NC(=O)c2ccco2)no1 (stereo unspecified)	0.31
CN1C(=O)CC(c2ccco2)Sc2ccccc21 (stereo unspecified)	1.3
NC(=O)C1CCCN(C(=O)c2ccc(Cl)cc2)C1 (stereo unspecified)	-0.05
O=C(O)CCc1ccc(-c2ccccc2)o1	0.26
Cc1nn(C)c(C)c1NS(=O)(=O)c1ccccc1	-0.073
CC(=O)c1sc(NC(=O)c2c(F)cccc2F)nc1C	0.05
COc1ccc2c(c1)c1c3n2CCN(C)C3=NCC1	0.57
Cc1ccc(N(CCCCN2C(=O)c3ccccc3C2=O)C(=O)c2cccc([N+](=O)[O-])c2)cc1	-2.9
O=C(c1ccco1)N1CCN(S(=O)(=O)c2ccc(Oc3ccccc3)cc2)CC1	0.22
O=C(NCCN1CCN(C(=O)Nc2ccccc2)CC1)Nc1ccccc1	1.2
CC(C)(C)NC(=O)COc1ccc(-c2ccccc2)cc1	-0.36
Nc1ccccc1NC(=O)c1ccccc1	0.8
O=C(COC(=O)c1ccccc1C(=O)c1ccc(Cl)c([N+](=O)[O-])c1)NC1CCCCCC1	2.5
COn1c(SCc2cccc(Cl)c2)nc2ccccc2c1=O	-0.71
C=CCNC(=S)NNC(=O)c1csc(C)c1CC	0.22
COC(=O)C(Cc1ccc(OC(=O)c2ccccc2Cl)cc1)N1Cc2ccccc2C1=O (stereo unspecified)	-2
O=C(NCc1ccncc1)c1c(F)c(F)c(F)c(F)c1F	2.9
COc1ccc(S(=O)(=O)N2CCC(NC(=O)OCc3c(Cl)cccc3Cl)CC2)cc1	0.41
O=C(Nc1cccc(Cl)c1Cl)c1snnc1-c1ccccc1	-2.5
O=C(NCC(=O)N(Cc1ccccc1)C(C(=O)NCC1CCCO1)c1ccccc1)c1cccs1 (stereo unspecified)	0.0075
CCOC(=O)Cc1nnc2c(Nc3ccc(Cl)cc3)nc3nonc3n12	0.28
Cc1nc2ccc(NC(=O)NCc3ccco3)cc2s1	-0.0089
CCn1c(=O)n(CCc2ccccc2)c(=O)c2c3c(sc21)CCCC3	-1.8
O=C(NCc1ccco1)C1CCN(S(=O)(=O)c2ccc(-n3cnnn3)cc2)CC1	0.94
Cc1ccc(C(=O)CSc2n[nH]c(C)n2)cc1	0.2
O=C(NCC(c1cccnc1)N1CCOCC1)c1cccc(Cl)c1 (stereo unspecified)	0.97
COc1ccccc1NC(=S)NC(=O)CC(C)C	-0.75
O=C(c1ccco1)N1CCN(c2nc(C3CC3)nc3sc4c(c23)CCCC4)CC1	-3.2
N#CCCN1CCN(C2=NC(=O)C(=C3CCCCC3)S2)CC1	1.1
O=[N+]([O-])c1ccc(/C=N/N/C(=N/c2ccccn2)c2ccccn2)cc1	0.73
Nc1cc(N)nc(SCC(=O)N2CCCCC2)n1	-0.47

# Additional records.
SMILES	Cav32 inh
COc1ccc(C(=O)NC(=S)NNC(=O)Cc2cccs2)cc1	-4.9*
COc1ccccc1-c1nnc(NC(C)=O)s1	1.1
COc1cc2sc3ccc(C#CC4(O)CCCCC4)cc3c(=O)c2cc1OC	-0.74
O=C(Nc1nncs1)c1ccc(S(=O)(=O)c2ccccc2)cc1	-0.083
CC1(OC(=O)c2cnc3ccccc3n2)C(=O)C=C2C=C(C3CC3)OC=C2C1=O (stereo unspecified)	-0.28
COc1ccccc1C1=NOC(C)(c2sc(-c3ccccc3)nc2C)C1 (stereo unspecified)	0.78
Cc1ccc(C2=NOC(C)(c3nnc(-c4ccc(Cl)cc4)o3)C2)cc1 (stereo unspecified)	-0.078
CCOC(=O)c1cnc(-n2nc(C)cc2C)nc1NCCO	-0.49
CCc1nnc(NC(=O)CN2C(=O)c3ccccc3C2=O)s1	0.45
COC(CNC(=O)C(=O)NCC1OCCN1C(=O)c1ccc(Cl)cc1)OC (stereo unspecified)	1.1
CCOC(=O)CC(=O)CSc1nc(-c2ccc3c(c2)OCO3)cc(C(F)(F)F)c1C#N	-0.0093
CCOC(=O)c1nn(-c2ccc(C)cc2)c(C)c1C(C)=O	0.4
CCn1c(O)c2ccc(C(=O)N=NC(=O)c3cccnc3)cc2c1O	-0.048
CSc1nncc(-c2ccc(F)c(F)c2)n1	-0.2
O=C(Cc1cccs1)NCc1ccccc1F	0.47
COc1ccc(OC)c2c(C)cc(N3CCN(C(=O)c4ccc(Cl)cc4)CC3)nc12	-1.9
O=S1(=O)CC/C(=N\O)c2ccccc21	0.0068
O=c1cc(N2CCCCC2)c(-c2ccccc2)nn1Cc1cccc(Cl)c1	-0.12
Cc1ccc(Sc2nnc(-c3ccccc3)cc2C#N)cc1	-0.13
CC1CC2(CCCCC2)Nc2ccc3ccccc3c21 (stereo unspecified)	-0.3
O=C(NCc1cccc(C(F)(F)F)c1)C1CC(c2ccccc2C(F)(F)F)=NO1 (stereo unspecified)	-1.8
Cc1ccc(CNC(=O)Cc2cccs2)cc1	0.59
Cc1ccc(-c2[nH]nc3c2C(c2ccoc2)C(C#N)=C(N)O3)cc1C (stereo unspecified)	-1
CCOC(=O)CSc1cc(=O)n(CC)c2ccccc12	1.1
Cn1ncc(C#N)c1NC(=O)C1CC(c2c(F)cccc2Cl)=NO1 (stereo unspecified)	0.74

# The list goes on:
mol	Cav32 inh
CN(Cc1ccccc1)C(=O)CSc1nc2ccccc2c(=O)n1Cc1ccco1	-3.9
CCOC(=O)C1=C(C)NC(=O)NC1c1ccccc1Cl (stereo unspecified)	-0.065
COc1ccccc1/C=C/CN1CCOCC1	-0.039
Cn1c(=O)c2c(nc(N3CCc4ccccc4C3)n2Cc2ccc(Br)cc2)n(C)c1=O	-0.41
c1cncc(-c2nnc(-c3cccs3)o2)c1	0.019
COc1ccc(S(=O)(=O)N2CCCC2C(=O)Nc2ccc(C)cc2)cc1 (stereo unspecified)	0.35
O=S1(=O)C[C@@H](O)[C@@H](Nc2ccc(Cl)cc2)C1	-0.12
Cc1cc(Cl)c(OCCCSc2nc(C)cc(=O)[nH]2)c(Br)c1	0.17
Fc1ccc(OCc2nnc(SCCN3CCOCC3)o2)cc1	0.54
O=C(Nc1ccc(N2CCN(C(=O)c3cccs3)CC2)c(Cl)c1)c1ccco1	0.7
c1cc2c(nn1)CCc1nonc1-2	0.41
CCOC(=O)c1c(C)n(C)c2c(C)cc(O)c(OC(C)=O)c12	1.8
Cn1c(=O)c(=O)n(C)c2cc(S(=O)(=O)N3CCOCC3)ccc21	-0.38
COc1cccc(CNc2nc3nc(C)cc(=O)n3[nH]2)c1	0.2
CCOC(=O)c1sc(NC(=O)C(CC)Sc2nnc3c4ccccc4n(C(C)C)c3n2)nc1C (stereo unspecified)	-1.4
NC(=O)c1ccccc1NC(=O)CS(=O)(=O)Cc1ccccc1	0.89
CCOC(=O)c1sc(NC(=O)c2ccccc2)cc1C	0.26
O=C(Nc1nc(-c2cc(Cl)sc2Cl)cs1)c1cccs1	-2
Cc1oc(/C=N/NC(=O)CN(c2ccccc2Br)S(C)(=O)=O)cc1Br	-2.2
CC(C)N(Cc1nc(-c2ccc(Cl)cc2)no1)C(=O)C(c1ccccc1)c1ccccc1	-4.3*
Cc1ccc(CN(C)C(=O)C2CCCN2C(=O)c2cccs2)o1 (stereo unspecified)	0.35
O=C1CC(N2CCN(C(c3ccccc3)c3ccccc3)CC2)C(=O)N1Cc1ccc(N2CCCC2=O)cc1 (stereo unspecified)	-3.4
CC(=O)Nc1cccc(C(=O)OC(C(=O)c2ccc(C)cc2)c2ccccc2)c1 (stereo unspecified)	-0.029
O=C(NCCN1CCN(c2ccccc2)CC1)C1CCN(S(=O)(=O)N2CCOCC2)CC1	-0.46
CC1=CC(=O)C=C(C)C1=NOC(=O)c1cccc([N+](=O)[O-])c1	1.2
CC(C)Cn1cnc2c(c1=O)c1nc3ccccc3nc1n2Cc1ccc2c(c1)OCO2	-0.25
CCc1ccc(NC(=O)N(C2CCCCC2)C(C)c2cccnc2)cc1 (stereo unspecified)	-0.17
Cc1ccc(NC2=CC(=O)CC(C)(C)C2)c(N)c1	1.3
Nc1cc(-c2ccc(Cl)cc2)nn1S(=O)(=O)c1ccc(Cl)cc1	-0.44
CC(=O)Nc1ccc(NC(=O)CN(C)CCC#N)cc1	-0.48

# 17 consecutive compounds out of the list so far:
mol	Cav32 inh
CCOC(=O)c1c(C)n(C)c2c(C)cc(O)c(OC(C)=O)c12	1.8
Cn1c(=O)c(=O)n(C)c2cc(S(=O)(=O)N3CCOCC3)ccc21	-0.38
COc1cccc(CNc2nc3nc(C)cc(=O)n3[nH]2)c1	0.2
CCOC(=O)c1sc(NC(=O)C(CC)Sc2nnc3c4ccccc4n(C(C)C)c3n2)nc1C (stereo unspecified)	-1.4
NC(=O)c1ccccc1NC(=O)CS(=O)(=O)Cc1ccccc1	0.89
CCOC(=O)c1sc(NC(=O)c2ccccc2)cc1C	0.26
O=C(Nc1nc(-c2cc(Cl)sc2Cl)cs1)c1cccs1	-2
Cc1oc(/C=N/NC(=O)CN(c2ccccc2Br)S(C)(=O)=O)cc1Br	-2.2
CC(C)N(Cc1nc(-c2ccc(Cl)cc2)no1)C(=O)C(c1ccccc1)c1ccccc1	-4.3*
Cc1ccc(CN(C)C(=O)C2CCCN2C(=O)c2cccs2)o1 (stereo unspecified)	0.35
O=C1CC(N2CCN(C(c3ccccc3)c3ccccc3)CC2)C(=O)N1Cc1ccc(N2CCCC2=O)cc1 (stereo unspecified)	-3.4
CC(=O)Nc1cccc(C(=O)OC(C(=O)c2ccc(C)cc2)c2ccccc2)c1 (stereo unspecified)	-0.029
O=C(NCCN1CCN(c2ccccc2)CC1)C1CCN(S(=O)(=O)N2CCOCC2)CC1	-0.46
CC1=CC(=O)C=C(C)C1=NOC(=O)c1cccc([N+](=O)[O-])c1	1.2
CC(C)Cn1cnc2c(c1=O)c1nc3ccccc3nc1n2Cc1ccc2c(c1)OCO2	-0.25
CCc1ccc(NC(=O)N(C2CCCCC2)C(C)c2cccnc2)cc1 (stereo unspecified)	-0.17
Cc1ccc(NC2=CC(=O)CC(C)(C)C2)c(N)c1	1.3

# Later entries:
mol	Cav32 inh
O=C(c1cnsn1)N1CCN(c2ccccn2)CC1	0.64
CC1=C(C(=O)Nc2ccc(Cl)cc2)C(c2ccncc2)C(C#N)=C(SCC(N)=O)N1 (stereo unspecified)	1.8
C/C(=C\C(=O)c1ccccc1)Nc1cccc(O)c1	-2.3
Cc1c(NC(=O)C(C)OC(=O)[C@@H](NC(=O)c2ccccc2)C(C)C)c(=O)n(-c2ccccc2)n1C (stereo partly specified)	1.3
COc1cc(C(=S)N2CCCC2)cc(Cl)c1O	-0.73
CCOC(=O)C1CCN(C(=O)CC(C)c2ccccc2)CC1 (stereo unspecified)	-1
COc1cccc(OC)c1C(=O)N1CCN(Cc2ccncc2)CC1	-0.13
Cc1nnc(OC(C)C)c2nn(-c3ccccc3F)c(C)c12	1.2
COc1ccccc1Cn1c(=S)[nH]c2cc(C(=O)N3CCN(C)CC3)ccc2c1=O	1.1
CCCc1nc2n[nH]c(N)c2c2c1CCCC2	0.53
O=c1oc2ccccc2c(O)c1/C=N/c1ccccn1	-0.6
Cc1cccc(OCCn2c(S(=O)(=O)O)nc3ccccc32)c1	0.059
O=C(CCNC(=O)c1ccco1)NCc1ccccc1	0.063
Cc1cc(NC(=O)CSC2=Nc3ccccc3C3=NC(Cc4ccccc4)C(=O)N23)n[nH]1 (stereo unspecified)	-0.15
CC(C)(C)C1CCc2onc(C(=O)N3CCOCC3)c2C1 (stereo unspecified)	0.085
CCn1c2ccccc2c2cc(NC(=O)c3cc(OC)c(OC)c(OC)c3)ccc21	-0.43
COc1nc(OC)nc(N2CCC(C(=O)NC3CCCCCC3)CC2)n1	1.8
c1ccc(N2CCN(c3nc(NCc4ccco4)c4ccccc4n3)CC2)cc1	-2
O=c1c2ccccc2[nH]c(=S)n1CC1CCCO1 (stereo unspecified)	0.5
Cc1ccc2cc(/C=C3\N=C(c4ccccc4)OC3=O)c(N3CCOCC3)nc2c1	-6.6*
COc1ccc(/C=C(/NC(=O)c2ccccc2)c2nc3ccccc3[nH]2)cc1OC	0.68
CC(c1ccccc1)N1CC(C(=O)N2CCN(c3ccc(F)cc3)CC2)CC1=O (stereo unspecified)	0.02
C/[N+]([O-])=C\c1coc2ccccc2c1=O	1
CCOc1ccccc1C(=O)OCC(=O)Nc1ccc(N2CCCCC2)cc1	-2.8
COc1ccccc1NC(=O)CN(Cc1ccco1)C(=O)c1ccc(-n2nc(C)cc2C)cc1	-0.025
CCC1CCCCN1C(=O)CSc1nc(N)c(NC(=O)c2ccco2)c(=O)[nH]1 (stereo unspecified)	-0.22

# Only part of the results is shown. The share of hits here may be higher or lower than overall.
